PERK inh: blocks human PERK kinase. CHO PERK-DD fusion, SEAP luminescence translation reporter. inhibition, % at 5.6 µM. Q9NZJ5. actives 0.17% (n = 220,000);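 active = inhibition above the mean inhibition of all tested compounds plus 3 SD, set separately per screening campaign, cut at about 2.9% in these data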;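 note: PERK kinase domain activated by AP20187 dimerizer at 100 nM; 0% = DMSO with dimerizer and 100% = rapamycin at 8.4 µM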
eIF4E-4G inh: blocks eIF4E binding to eIF4G | TR-FRET eIF4E-eIF4GI(517-606) binding, 2 h | inhibition, % at 21.7 µM | actives 0.37% (n = 220,000) | P63073+Q04637 | AID 782;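 active = inhibition above about 30%, limit read from the data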;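 note: 0% = full FRET control wells and 100% = background wells lacking eIF4GI fragment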
EBV gp42 inh: EBV gp42 inhibition; Q1HVG2; Fluorescence polarization binding assay, mP read-out; inhibition, % (tested at 21.74 µM); actives 0.42% (n = 220,000); in the data active = inhibition above about 50%
Target sequence (Q1HVG2 whole entry, looked up): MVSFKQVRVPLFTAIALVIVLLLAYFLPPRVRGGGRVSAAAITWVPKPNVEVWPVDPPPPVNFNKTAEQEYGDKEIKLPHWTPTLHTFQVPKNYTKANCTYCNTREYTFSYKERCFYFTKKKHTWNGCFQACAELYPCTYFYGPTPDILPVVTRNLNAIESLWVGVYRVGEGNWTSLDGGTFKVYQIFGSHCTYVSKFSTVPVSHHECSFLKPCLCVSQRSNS
Mdm2 ligase inh: inhibitors of human Mdm2 E3 ubiquitin ligase; cell-based MDM2 ubiquitination luciferase reporter, 2 h; 0 = plate control, 100 = twice control, blank-subtracted; signal enhancement, % at 5 µM; actives 0.11% (n = 210,000);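 active = signal enhancement of 30% or more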;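 note: luminescence tracks abundance of the self-degrading MDM2-luciferase fusion protein; higher signal means inhibition of MDM2 E3 ligase activity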
Target sequence (Q00987 whole entry, looked up, the tested form may be a part): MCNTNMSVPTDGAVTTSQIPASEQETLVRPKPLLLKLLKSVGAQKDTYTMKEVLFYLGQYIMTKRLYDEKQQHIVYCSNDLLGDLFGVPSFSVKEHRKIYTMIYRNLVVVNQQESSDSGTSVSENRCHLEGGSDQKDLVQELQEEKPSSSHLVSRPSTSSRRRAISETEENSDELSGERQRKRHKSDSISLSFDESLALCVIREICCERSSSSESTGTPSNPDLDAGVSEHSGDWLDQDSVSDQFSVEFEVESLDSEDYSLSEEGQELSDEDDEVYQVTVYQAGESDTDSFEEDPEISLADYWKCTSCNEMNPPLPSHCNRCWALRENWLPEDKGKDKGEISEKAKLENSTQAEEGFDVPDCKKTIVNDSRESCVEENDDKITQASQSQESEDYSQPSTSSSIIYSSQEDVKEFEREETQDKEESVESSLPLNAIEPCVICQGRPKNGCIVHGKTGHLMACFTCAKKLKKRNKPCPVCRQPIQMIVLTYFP
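test system = mammalian cells stably expressing self-ubiquitinating, self-degrading MDM2 E3–luciferase fusion | quantity = 2000 cells/well | incubation = cell settling 4 h, compound treatment 2 h, both 37 °C | signal = luminescence with SteadyLite reagent, 15 min at room temperature | evaluation = % enhancement relative to plate controls after blank subtraction | benchmarks = plate controls and plate blanks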
TNF necrop inh: blocks TNF-alpha induced death of Jurkat FADD-/- cells. Jurkat FADD-/- TNF necroptosis rescue, ATP luminescence, 24 h; 0 = TNF only, 100 = no-TNF cells. activation (protection from cell death), % at 10 µM. actives 0.068% (n = 220,000). AID 463075;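 active = activation, meaning protection from cell death, of at least 50% relative to plate controls; inactive = activation below 50%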;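 note: necroptosis triggered by 40 ng/mL TNF-alpha added together with compound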
Rad51 HR inh: Rad51 (human) homologous recombination inhibition; inhibition, % at 10 µM; Q06609; AID 1385; hRad51 DNA strand exchange, fluorescence dequenching; actives 0.085% (n = 200,000);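 active = inhibition above 40% at the single screening dose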;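 note: 0% = DMSO control wells and 100% = blanks with heterologous ssDNA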
Target sequence (Q06609 whole entry, looked up): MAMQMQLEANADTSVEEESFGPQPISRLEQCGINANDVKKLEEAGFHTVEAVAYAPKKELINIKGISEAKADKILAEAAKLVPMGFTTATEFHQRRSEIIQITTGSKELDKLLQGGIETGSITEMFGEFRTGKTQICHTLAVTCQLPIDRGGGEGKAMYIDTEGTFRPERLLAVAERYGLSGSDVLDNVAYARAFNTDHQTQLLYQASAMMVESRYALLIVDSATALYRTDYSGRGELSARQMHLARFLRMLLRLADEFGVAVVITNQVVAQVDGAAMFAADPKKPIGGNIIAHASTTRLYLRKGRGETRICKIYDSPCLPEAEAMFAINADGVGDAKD
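System: human Rad51 nucleoprotein filaments preassembled on unlabelled ssDNA. Reagent: labelled 47-mer dsDNA for strand exchange. Schedule: 30-min compound preincubation and 15-min exchange, both room temperature. Measured by: FRET fluorescence dequenching, excitation 485 nm, emission 520 nm. Read-out: Fluorescence-based percent inhibition, control- and blank-normalised. Benchmarks: plate controls and plate blanks.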
Calpain2 inh: inhibitors of pig calpain II; AID 1236; inhibition, % at 16 µM; actives 0.37% (n = 220,000); purified calpain II, fluorogenic peptide substrate, 30 min;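 active = inhibition above about 50%, limit read from the data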
Cl transport mod: KCC2 (human) Cl- transport modulation | Q9H2X9 | KCC2 cells, thallium flux FluoZin-2 fluorescence | B-score of Tl+ flux slope (higher = more flux/activation; lower = inhibition) at 10 µM | AID 1456 | actives 2.2% (n = 190,000);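 active = thallium flux slope and its plate-corrected score both differing from the plate sample mean at a set confidence after two filtering rounds, in either direction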;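 note: slope of fluorescence scaled to starting intensity during 10 to 20 s after thallium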
L929 necroptosis: blocks zVAD induced death of L929 cells. L929 zVAD necroptosis rescue, ATP luminescence, 24 h; with zVAD 60 µM. viability rescue, % at 10 µM. actives 0.38% (n = 220,000). AID 1377;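 active = activation, scaled between plate controls, above about 75%, limit read from the data; inactive = activation under that limit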;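 note: 0% = zVAD with DMSO and 100% = DMSO alone without zVAD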
Active calls of the source: *; i = inactive; x = not tested or not shown; [ ] = dose if it differs, or a comment.

SMILES | PERK inh | eIF4E-4G inh | EBV gp42 inh | Mdm2 ligase inh | TNF necrop inh | Rad51 HR inh | Calpain2 inh | Cl transport mod | L929 necroptosis
O=C(O)C1CSC(c2coc3ccccc3c2=O)N1 (stereo unspecified) | 0.1 | 18[fluorescence artefact?] | 1 | 2 | 0.9 | 16 | 2 | -0.022 | 1.1
Cc1cc(NC(=O)COC(=O)c2cccc(O)c2)no1 | 1.4 | 4 | -3 | -5 | -0.2 | 32 | -22 | x | 18
CC(C)N=C(Nc1ccc(Cl)cc1)c1cccnc1 | -0.1 | 2 | 4 | -3 | -2.8 | -5 | -9 | 0.00076 | 0.5
CC1NC(=O)N(C)[C@@H]2NC(=O)N(C)C(c3ccc([N+](=O)[O-])cc3)[C@@H]12 (stereo partly specified) | 1.7 | 3 | -10 | -1 | 0.5 | 3 | 12 | -0.54 | -0.5
O=C(CNS(=O)(=O)c1ccc(Cl)cc1)OCC(=O)N1CCCc2ccccc21 | 0.8 | 1 | -2 | -9 | 0.2 | 8 | -3 | -1.2 | 0.9
O=C(Nc1ccccc1O)c1ccc(Cl)cc1 | -0.6 | 4 | -10 | -6 | -1.0 | 1 | 3 | 0.17 | 2.3
Cc1ccc(N)cc1S(=O)(=O)N(C)C | 0.5 | 2 | -22 | 3 | 0.5 | 25 | -14 | x | 1.4
CC(=O)Nc1nc(C)c(C(C)=O)s1 | -0.7 | 4 | 6 | 0 | -0.8 | 8 | -22 | 0.46 | 0.2
O=C(Nc1cccc(Cl)c1)c1ccc(OC(=S)N2CCOCC2)cc1 | 0.1 | 0 | 10 | -7 | 0.3 | -15 | 5 | 0 | 30
CCCCOC(=O)C1CCCC(C)N1 (stereo unspecified) | 0.0 | -4 | -9 | x | -0.1 | 7 | -15 | 0.26 | -0.1
CCOC(=O)N/N=C/c1cc(C)n(-c2cccc3ccccc23)c1C | -0.3 | 6 | -3 | -3 | 1.4 | 4 | 20 | -2.2 | 1.1
O=C(CCN1C(=O)c2ccccc2C1=O)Nc1cccc(F)c1 | -1.4 | -1 | -17 | 9 | 0.4 | 4 | -23 | -0.042 | -1.1
COc1ccc(CONS(=O)(=O)c2ccc(NC(C)=O)cc2)cc1Cl | 0.0 | -1 | -2 | 1 | -2.6 | 0 | -40 | -0.59 | 0.1
O=C(c1cc(-c2ccc3c(c2)OCO3)on1)N1CCN(c2ccc(F)cc2)CC1 | 1.5 | -10 | -24 | -21 | 0.0 | -5 | -30 | -1.1 | 1.2
Nc1nnn(CC(=O)N/N=C/c2ccccc2)n1 | 1.4 | -2 | -9 | x | 1.5 | 25 | -14 | 0.023 | -0.4
Cc1cccnc1NC(=O)c1ccc2nc(N)sc2c1 | 0.7 | 2 | -1 | -31 | -1.5 | 5 | 15 | -0.1 | 0.4
CCN1CCN(Cc2c(O)ccc3c2O/C(=C\C=C\c2ccccc2)C3=O)CC1 | -1.0 | -8 | -82 | -17 | -6.7 | -142 | 4 | i | 70
COc1ccc(C2=NN(c3nc4ccccc4s3)C(=O)/C2=C\N(C)C)cc1 | 0.5 | 3 | -16 | -23 | 0.3 | -8 | -4 | 0.17 | 1.3
COc1cc(C2CC(=O)c3c(ccc4ccccc34)N2)ccc1O (stereo unspecified) | 0.6 | 7 | -5 | -9 | 0.5 | 0 | 9 | -1.5 | 0.2
C/C(=N/NC(=O)c1cc(Cl)ccc1O)C12CC3CC(CC(C3)C1)C2 | 1.2 | 5 | -14 | -6 | -0.6 | -12 | -318 | 4.5* | 0.4
c1cncc(CNc2ncnc3sc4c(c23)CCCC4)c1 | 1.4 | 2 | 3 | -15 | -1.0 | 1 | -17 | -1.2 | -0.3
CCn1cc(C(=O)NCc2ccc(C)o2)c2cc(OC)c(OC)cc2c1=O | -0.9 | -1 | 0 | -2 | -1.3 | -1 | -10 | 1.6 | 0.8
CN(C(=O)c1ccncc1)c1nnc(-c2cccnc2)s1 | 0.1 | 4 | 2 | -10 | 0.0 | x | 3 | 0.4 | -0.2
Cc1ccc(C(=O)NCC(=O)O)o1 | 0.6 | 0 | -9 | 2 | 0.4 | -3 | -19 | -0.2 | 1.7
CCCCNS(=O)(=O)c1ccc2nc(SCC(=O)N3CC(C)OC(C)C3)[nH]c2c1 (stereo unspecified) | 0.3 | -11 | -6 | -11 | 0.0 | 7 | 19 | -0.17 | 0.3
O=C(Nc1cccc(S(=O)(=O)N2CCOCC2)c1)c1cc2c(s1)CCC2 | -0.9 | -1[fluorescence artefact?] | -6 | -5 | -3.6 | 4 | -11 | -0.0071 | 1.2
COC(=O)c1ccccc1NC(=O)c1cc(-c2ccc(O)cc2)on1 | 2.3 | 0[fluorescence artefact?] | -10 | -11 | -9.0 | 2 | -37 | 0.29 | 1.1
COc1ccc(Cl)cc1NC(=O)C(C)OC(=O)c1ccc(NS(=O)(=O)c2ccc3[nH]c(=O)[nH]c3c2)cc1 (stereo unspecified) | 0.1 | 3 | -17 | -9 | 3.2 | -3 | -19 | -1.1 | 1.8
COc1cc(C(=O)Nc2ccc(Oc3ncnc4sc(-c5ccccc5)cc34)cc2)cc(OC)c1OC | 1.4 | -1 | -1 | -9 | 2.6 | 0 | -59 | 0.57 | 2.0
Cn1c(=O)n(C)c2cc([N+](=O)[O-])c(N3CCN(S(=O)(=O)c4ccc5ccccc5c4)CC3)cc21 | 0.2 | -28[fluorescence artefact?] | -13 | -3 | -5.4 | -1 | -5 | x | 2.4
Cc1ccc(-c2nn3cnnc3c3ccccc23)cc1C | 1.2 | 1 | -6 | 0 | -3.1 | 0 | 11 | -0.39 | 0.6
Cc1cc(C)cc(N2C(=O)CC(N3CCOCC3)C2=O)c1 (stereo unspecified) | -0.2 | -2 | -13 | 2 | 0.4 | 9 | 8 | x | 0.0
Cc1[nH]c(=O)c(C(=O)/C=C/c2ccccc2F)c2c1CCCC2 | 0.4 | 7 | -12 | -9 | -21 | x | -2 | 1.4 | 92*
Cc1onc(-c2ccccc2)c1CNS(=O)(=O)c1ccccc1[N+](=O)[O-] | 0.1 | 1 | -3 | -13 | 3.0 | 9 | 7 | 0.14 | -0.7
COc1ccc(CC(=O)NCc2ccccc2)cc1S(=O)(=O)N1CCOCC1 | 0.5 | 1[fluorescence artefact?] | -6 | -8 | -1.8 | -3 | 3 | x | -0.4
CCNC(=O)NC(=O)C(C)On1nnc2ccc(S(=O)(=O)N(CC)CC)cc21 (stereo unspecified) | -0.9 | 3 | -11 | -4 | 0.9 | 17 | 8 | -0.73 | 0.1
CC(C)=CC(=O)Nc1nc2ccc([N+](=O)[O-])cc2s1 | 0.9 | -2 | -3 | -17 | -5.0 | 3 | -7 | 0.37 | 77*
O=C(CN1C(=O)C2CC=CCC2C1=O)Nc1nc2ccccc2[nH]1 (stereo unspecified) | 0.7 | 1[fluorescence artefact?] | -3 | -6 | 0.0 | -6 | -13 | 0.45 | -0.1
COC(=O)Cn1c2ccccc2c2nc(=O)cc(C)n21 | 2.2 | 1 | -13 | -8 | 0.8 | x | -6 | 0.44 | 0.6
CC(OC(=O)c1ccc2c(=O)n3c(nc2c1)CCCCC3)C(=O)Nc1ccc(Cl)cn1 (stereo unspecified) | 0.7 | 14[fluorescence artefact?] | 1 | 1 | 0.9 | -2 | -2 | 0.43 | 0.4
O=C1CCCN1c1ccc(Br)cc1 | 0.4 | -5[fluorescence artefact?] | -9 | -4 | -0.2 | -4 | -25 | -0.0044 | 1.5
C/C(=N/NC(=O)CNC(=O)CCc1ccccc1)c1ccc(Cl)c(Cl)c1 | 1.2 | 1 | -12 | -12 | 1.2 | 19 | 15 | -0.93 | -0.8
CCC(=O)OCC(=O)Nc1ncc(C(F)(F)F)cc1Cl | 1.5 | 5 | -4 | -13 | 3.5 | -23 | 24 | -0.044 | 2.1
CCN(CCO)C(=O)C12CCC(C)(C(=O)C1)C2(C)C (stereo unspecified) | 0.3 | 1[fluorescence artefact?] | -13 | -15 | -1.4 | 4 | -25 | -0.54 | -0.4
Nc1nc(/C=C/c2ccc(F)cc2)nc(-c2ccccc2O)n1 | -0.1 | -1[fluorescence artefact?] | -13 | -4 | 1.5 | x | 3 | 0.034 | -0.2
COc1cccc(CNC(=O)C2CCCN(S(=O)(=O)c3cnc[nH]3)C2)c1 (stereo unspecified) | 0.4 | -5 | -23 | -14 | 1.5 | -5 | 11 | -2 | 0.5
Cc1nc2ccccc2c(=O)n1/N=C1\C(=O)N(C)c2ccccc21 | 0.4 | 2 | -14 | -6 | -7.9 | 4 | -12 | x | 1.4
CCn1c(CNc2ccccc2Cl)nnc1SCCN1CCCCC1 | -0.9 | 4 | -8 | 6 | -1.8 | 2 | -11 | 1.2 | -0.1

Fetched by structure from above (4):
SMILES | PERK inh | eIF4E-4G inh | EBV gp42 inh | Mdm2 ligase inh | TNF necrop inh | Rad51 HR inh | Calpain2 inh | Cl transport mod | L929 necroptosis
COC(=O)Cn1c2ccccc2c2nc(=O)cc(C)n21 | 2.2 | 1 | -13 | -8 | 0.8 | x | -6 | 0.44 | 0.6
O=C1CCCN1c1ccc(Br)cc1 | 0.4 | -5[fluorescence artefact?] | -9 | -4 | -0.2 | -4 | -25 | -0.0044 | 1.5
COc1cccc(CNC(=O)C2CCCN(S(=O)(=O)c3cnc[nH]3)C2)c1 (stereo unspecified) | 0.4 | -5 | -23 | -14 | 1.5 | -5 | 11 | -2 | 0.5
CC(OC(=O)c1ccc2c(=O)n3c(nc2c1)CCCCC3)C(=O)Nc1ccc(Cl)cn1 (stereo unspecified) | 0.7 | 14[fluorescence artefact?] | 1 | 1 | 0.9 | -2 | -2 | 0.43 | 0.4

(list continues)
SMILES | PERK inh | eIF4E-4G inh | EBV gp42 inh | Mdm2 ligase inh | TNF necrop inh | Rad51 HR inh | Calpain2 inh | Cl transport mod | L929 necroptosis
O=C(N/N=C/c1ccccc1Cl)c1cccc(F)c1 | 0.7 | -4 | -15 | -5 | -2.8 | -2 | 5 | -1.5 | 0.9
CNS(=O)(=O)c1ccc(NC(=O)c2ccoc2C)cc1 | 0.3 | -2 | -1 | -4 | 1.2 | 6 | -32 | 0.58 | 7.4
Cc1cccc(N(C)C(=O)C2CCCN2S(=O)(=O)c2cccc3nsnc23)c1 (stereo unspecified) | -0.1 | -3 | -13 | -5 | 4.7 | 2 | 0 | 0.064 | 0.3
COCC(C)n1c(SCc2cc(C(=O)OC)c(C)o2)nc2ccccc2c1=O (stereo unspecified) | 0.3 | -10 | 1 | x | -1.2 | 9 | -1 | -1.9 | -0.6
CCn1c(SCC#N)nc2c(c1=O)C1(CCCC1)Cc1ccccc1-2 | -0.1 | x | 14 | -11 | -2.8 | 1 | 26 | 17* | 0.1
Cc1cc(C)nc(/N=C(\N)Nc2cccc([N+](=O)[O-])c2)n1 | 0.3 | 1 | -1 | -17 | 4.6 | -2 | 34 | -0.3 | -0.5
COc1ccc(NC(=O)Cn2c(-c3ccccc3)cn(-c3ccc(C)cc3)c2=O)cc1 | -0.6 | 4[fluorescence artefact?] | 10 | -13 | 1.8 | 4 | -7 | 0.19 | 0.0
CC(C)(C)OC(=O)N1CCC[C@@H]1C(=O)N1CCC(C(=O)O)CC1 | 1.9 | -3 | 4 | -19 | 1.1 | 0 | 20 | 0.2 | 5.0
